Compound activity from PubChem BioAssay.
TRPML3 agonist = human TRPML3 channel agonists, primary screen, cell-based, HEK293 TRPML3-YFP, Fluo-8 calcium fluorescence, 3 µM; Mucolipin-3 (Homo sapiens), Q8TDD5; 100% = the carbachol control signal; activation, % at 3 µM; 220,000 tested, 0.29% active; AID 1448, 2008;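 active means activation above its plate's cutoff, the mean activation of the plate's test wells plus 3 SD, cut at about 12% in these data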;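 further: 0% = DMSO only wells and 100% = carbachol wells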
Target sequence (Q8TDD5 whole entry, looked up): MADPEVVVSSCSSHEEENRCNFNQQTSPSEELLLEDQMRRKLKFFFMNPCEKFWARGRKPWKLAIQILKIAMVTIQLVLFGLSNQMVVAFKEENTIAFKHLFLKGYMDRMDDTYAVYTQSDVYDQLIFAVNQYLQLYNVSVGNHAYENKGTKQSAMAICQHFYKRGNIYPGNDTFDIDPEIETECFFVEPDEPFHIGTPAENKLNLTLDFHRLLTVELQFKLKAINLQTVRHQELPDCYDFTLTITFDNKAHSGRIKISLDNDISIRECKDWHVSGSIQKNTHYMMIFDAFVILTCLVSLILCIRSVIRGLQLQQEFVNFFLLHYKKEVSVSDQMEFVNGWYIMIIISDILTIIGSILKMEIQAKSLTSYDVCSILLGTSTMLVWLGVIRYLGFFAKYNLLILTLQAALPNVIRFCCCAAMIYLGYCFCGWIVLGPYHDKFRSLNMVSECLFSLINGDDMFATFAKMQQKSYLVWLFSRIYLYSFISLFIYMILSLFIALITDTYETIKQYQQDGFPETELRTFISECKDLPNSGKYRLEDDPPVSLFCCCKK
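Test system: HEK293 cells stably carrying human TRPML3-YFP; Doses: single dose, 3 µM final nominal compound, 0.3% DMSO final; Schedule: dye loading 1 h 37 °C then 30 min ambient, 125 s read; Technique: Fluo-8 calcium fluorescence; Benchmarks: high control carbachol 87 µM, low control DMSO.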
S1P4 ag = S1P4 receptor agonists, primary screen, cell-based; Sphingosine 1-phosphate receptor 4 (Homo sapiens), O95977; S1P4-expressing cell line, agonist reporter assay; activation, % at 4.98 µM; 220,000 tested, 0.35% active; AID 1509, 2009; in the data active means activation above about 11%;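 further: 0% = DMSO vehicle and 100% = reference agonist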
EP2 modulator = EP2 receptor modulators, cAMP readout, primary screen, cell-based, HTRF cAMP, PGE2 stimulation | induction, % at 25 µM | Prostaglandin E2 receptor EP2 subtype (Homo sapiens), P43116 | EP2-expressing cells, cAMP HTRF FRET, PGE2 co-stimulation | 260,000 tested, 0.83% active;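 active means compounds whose cAMP rise, as percent of the full-agonist control response, exceeds 60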;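 further: rat C6 glioma line stably carrying human EP2 under a CMV promoter; the protocol text gives 20 µM as final concentration; 100% = response of wells given 1 µM PGE2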
Target sequence (P43116 whole entry, looked up): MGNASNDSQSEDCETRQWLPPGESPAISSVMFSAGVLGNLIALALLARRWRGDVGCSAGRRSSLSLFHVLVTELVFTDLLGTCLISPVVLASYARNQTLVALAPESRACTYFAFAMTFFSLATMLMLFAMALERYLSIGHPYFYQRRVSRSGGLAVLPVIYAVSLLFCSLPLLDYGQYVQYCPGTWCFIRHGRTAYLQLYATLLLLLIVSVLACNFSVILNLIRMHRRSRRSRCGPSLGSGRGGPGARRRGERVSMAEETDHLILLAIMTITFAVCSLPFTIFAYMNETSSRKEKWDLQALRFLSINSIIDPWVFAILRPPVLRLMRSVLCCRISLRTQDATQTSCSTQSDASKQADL
PERK inhibitor = block of dimerizer-induced PERK translation repression, primary screen, PERK inhibitor project, CHO PERK-DD cells, SEAP luminescence, HTS | CHO PERK-DD fusion, SEAP luminescence translation reporter | inhibition, % at 5.6 µM | 220,000 tested, 0.17% active | Eukaryotic translation initiation factor 2-alpha kinase 3 (Homo sapiens), Q9NZJ5;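 active means inhibition above the mean inhibition of all tested compounds plus 3 SD, set separately per screening campaign, cut at about 2.9% in these data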;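 further: PERK kinase domain activated by AP20187 dimerizer at 100 nM; 0% = DMSO with dimerizer and 100% = rapamycin at 8.4 µM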
S1P4 antag = S1P4 receptor antagonists, primary screen, cell-based; S1P4-expressing cells, antagonist mode, reporter read-out; inhibition, % at 4.98 µM; 220,000 tested, 0.26% active; AID 1510, 2009; in the data active means inhibition above about 29%;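 further: 0% = wells stimulated with agonist and 100% = vehicle wells without agonist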
BaF3 parental = parental Ba/F3 cell viability inhibition, counter-screen for JAK2V617F inhibitor project, murine pro-B, CellTiter-Glo luminescence. AID 1486, 2009. 220,000 tested, 1.1% active. CellTiter-Glo ATP luminescence. inhibition, % at 5.6 µM;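 active means inhibition above a per-campaign cutoff, the mean inhibition of all tested compounds plus 3 SD, cut at about 27% in these data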;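 further: 0% = DMSO wells and 100% = JAK Inhibitor I control wells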
Calpain2 inh = inhibitors of pig calpain II, primary screen, biochemical, fluorogenic peptide substrate, 1536-well; purified calpain II, 30 min; inhibition, % at 16 µM; 220,000 tested, 0.37% active;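 active means inhibition above about 50%, limit read from the data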
zfTRPN1 agonist = zebrafish TRPN1 channel agonists, primary screen, cell-based, HEK293, calcium fluorescence | transient receptor potential cation channel N1 (TRPN1/NompC), Danio rerio | HEK293 zebrafish TRPN1-YFP, Fluo-8 calcium fluorescence; 100% = response to 87 µM carbachol | activation, % at 3 µM | 220,000 tested, 0.18% active | AID 1424, 2008;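 active means activation above its plate's cutoff, the mean activation of test wells on that plate plus 3 SD, cut at about 19% in these data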;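 further: 0% = DMSO alone and 100% = 87 µM carbachol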
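Control set: carbachol 87 µM as high control, DMSO as low control; system: HEK293 stable line with zebrafish TRPN1-YFP; read-out: % activation versus carbachol response; detection: intracellular calcium fluorescence with Fluo-8; doses: single test compound dose, 3 µM nominal, 0.3% DMSO; schedule: dye 1 h 37 °C plus 30 min RT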
Ba/F3 V617F tox = reduced viability of JAK2V617F-dependent Ba/F3 cells, primary screen, JAK2V617F inhibitor project, cell-based, Ba/F3 EpoR-JAK2V617F, luminescence. AID 1446, 2008. 220,000 tested, 1.1% active. ATP luminescence. inhibition, % at 5.6 µM;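 active means inhibition above the campaign mean plus 3 SD over all tested compounds, cut at about 24% in these data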;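 further: cytokine-independent growth of Ba/F3 cells driven by EpoR plus mutant JAK2; 0% = DMSO-treated cells and 100% = JAK inhibitor I control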
Active calls of the source: *; . = not tested or not shown.

SMILES	TRPML3 agonist	S1P4 ag	EP2 modulator	PERK inhibitor	S1P4 antag	BaF3 parental	Calpain2 inh	zfTRPN1 agonist	Ba/F3 V617F tox
CCOc1ccc(CN(CCO)CCO)cc1C(=O)OC	0.5	0.4	16	0.1	-1	7	-12	1.0	-1
CCCCn1c(=O)c(CC(C)=O)nc2ccccc21	0.5	-0.1	29	-0.4	1	6	-22	0.9	3
Cc1ccc(S(=O)(=O)CC(=O)N(C)C)cc1	0.4	-1.6	21	1.2	-5	-1	-8	-0.3	-3
COc1cccc(CNCC(=O)Nc2ccc(N3CCOCC3)cc2)c1	0.9	-0.4	19	1.5	-1	4	-14	0.5	-2
COc1cc(NS(=O)(=O)c2ccc(NC(=S)NC(=O)C3CCCC3)cc2)nc(OC)n1	1.1	0.5	-77	0.5	8	2	-18	0.4	-2
COc1ccc(/C=C/C(=O)OCC(=O)NCCC2=CCCCC2)cc1OC	0.7	0.3	-25	0.4	-12	4	-18	-1.2	0
Cc1nc(SCC(=O)Nc2ccc3c(c2)OCCO3)nc(C)c1C	-0.2	-0.7	12	0.5	1	2	-29	-0.4	1
Cn1nc(C(=O)Nc2cccc(C(F)(F)F)c2)ccc1=O	-0.1	-0.2	-26	-0.1	-19	0	-2	0.0	-1
COc1ccc(/C=N/NC(=O)c2ccncc2)c(C(=O)O)c1OC	0.9	1.3	-12	1.7	6	1	2	1.6	-6
CN1CCN(c2c(F)cc3c(=O)c(C(=O)O)cn(CCF)c3c2F)CC1	1.0	1.1	.	1.5	1	-2	-59	0.5	-7
COc1ccc(C2NC(=O)NC(C)=C2C(=O)OCc2ccc3c(c2)OCO3)cc1OC (centres undefined)	-0.3	3.1	7	-1.0	11	6	1	1.9	6
O=C(c1ccco1)N1CCN(C(c2ccc(F)cc2)c2nnnn2Cc2cccs2)CC1 (centres undefined)	-0.1	0.3	-1	0.3	0	3	9	-0.3	0
NC(=O)c1ccccc1NS(=O)(=O)Cc1ccc(Cl)cc1	-0.4	2.7	6	0.6	-15	1	-319	-0.6	-4
O=C(Nc1cccc(Cl)c1Cl)c1ccncc1	0.3	1.1	-22	-1.1	-1	3	24	0.3	-1
O=C(CN1CCc2ccccc2C1)NCc1ccco1	0.4	-5.0	23	0.2	8	1	-27	-0.5	-4
COc1cccc(N2CCN(CC(=O)Nc3ccc(SC(F)F)cc3)CC2)c1	0.6	-2.1	-7	0.3	0	7	21	-0.2	7
O=C(Nc1ccccc1)Nc1cccc(-c2cn3cccnc3n2)c1	0.7	3.1	-66	0.5	3	5	-14	2.9	3
COc1ccccc1C(=O)Nc1cc(Cl)ccc1O	0.6	-4.1	-46	1.0	-7	-2	13	1.9	-1
Cc1ccc(NC2(c3nnnn3-c3c(C)cccc3C)CCCCC2)cc1	0.3	-0.7	-42	-0.9	-3	11	30	-2.2	7
CC(C)(C)OC(=O)N[C@@H](Cc1ccccc1)c1nnc(SCC(=O)c2ccc(Cl)cc2)o1	-0.1	0.4	26	-0.3	13	4	-2	-0.3	-3
COc1ccc(-c2cc(C(=O)O)c3sc(N4CCCCC4)nc3n2)cc1OC	0.6	-1.0	14	0.1	6	7	-443	1.1	2
COc1ccc(CNC(=O)C2CCCN(Cc3nc(-c4cccc(C)c4)oc3C)C2)cc1 (centres undefined)	1.9	-0.3	3	0.3	-27	3	10	3.6	-2
O=c1c2c(nc3n1CCCCC3)-c1ccccc1CC21CCCC1	-1.3	2.4	-8	0.4	-5	1	22	-0.1	-3
COc1cc(CC(=O)Nc2cccc(SC)c2)cc(OC)c1OC	2.5	45*	-17	0.5	-11	1	-5	6.4	-6

2 records picked at random from the list so far:
SMILES	TRPML3 agonist	S1P4 ag	EP2 modulator	PERK inhibitor	S1P4 antag	BaF3 parental	Calpain2 inh	zfTRPN1 agonist	Ba/F3 V617F tox
O=C(CN1CCc2ccccc2C1)NCc1ccco1	0.4	-5.0	23	0.2	8	1	-27	-0.5	-4
COc1ccc(-c2cc(C(=O)O)c3sc(N4CCCCC4)nc3n2)cc1OC	0.6	-1.0	14	0.1	6	7	-443	1.1	2

Following part:
SMILES	TRPML3 agonist	S1P4 ag	EP2 modulator	PERK inhibitor	S1P4 antag	BaF3 parental	Calpain2 inh	zfTRPN1 agonist	Ba/F3 V617F tox
COc1ccc(CCNC(=S)NC(=O)c2cc(OC)c(OC)c(OC)c2)cc1OC	0.4	1.0	11	-1.6	-14	-5	2	2.2	-2
COc1ccc(OC(=O)COc2ccc(C)cc2)cc1	0.1	-0.5	37	0.8	-14	7	0	-1.4	2
COc1cc(OC)cc(C(=O)NCC(=O)N2CCC(C)CC2)c1	0.5	-1.5	3	-0.2	6	-3	-7	-0.6	-5
CN(CC(=O)N1CC=C(c2ccccc2)CC1)S(=O)(=O)c1cnc[nH]1	0.2	0.3	19	1.6	3	2	-9	0.1	-1
Cc1cc(OC(=O)c2ccc(S(=O)(=O)N3CCOCC3)cc2)c([N+](=O)[O-])c(=O)[nH]1	0.2	-1.0	13	0.1	5	3	25	1.4	5
O=C(OCN1C(=O)c2ccccc2C1=O)C1CCCCC1	1.2	-0.8	13	-0.1	-11	-1	25	0.8	0
CCNC(=S)NNC(=O)c1cc(Br)cs1	0.7	0.5	10	1.4	-4	5	-7	0.4	-4
COc1ccc(C(=O)Nc2ccc(C(=O)NCCc3ccc(OC)c(OC)c3)cc2)cc1	1.1	1.5	0	0.3	-4	2	-1	1.0	1
COc1cccc(NC2c3ccccc3C(=O)N2Cc2ccccc2Cl)c1 (centres undefined)	-0.8	-0.2	47	-0.7	4	0	24	-1.6	0
Cc1cccc2cc(/C=C/C(=O)c3ccco3)c(Cl)nc12	-1.0	-0.9	16	-0.6	22	-2	-31	-0.5	2
CCOP(=O)(OCC)C(NC(=O)Nc1ccc(C)c(Cl)c1)c1ccccc1 (centres undefined)	-0.2	1.3	-10	-0.3	15	1	-11	0.1	-1
O=C(c1sc2cc(F)ccc2c1Cl)N1CCN(c2cccc(Cl)c2)CC1	0.4	-2.9	-22	1.3	-2	-6	29	0.0	9
CCN1/C(=C\c2ccc3cc(C)ccc3[n+]2CC)Sc2cc(C)c(C)cc21	9.5	0.3	-37	-0.3	0	71*	14	15	100*
CC/C(=C(\c1ccc(O)cc1)c1ccc(OCCN(C)C)cc1)c1ccccc1	0.8	0.3	-18	1.8	-4	12	12	0.9	-5
Fc1cccc(Cl)c1-c1nnc2ccc(N3CCOCC3)nn12	0.3	1.7	1	0.3	1	5	-25	0.9	2
O=c1nc(-c2ccccc2)n(-c2ccc(Cl)cc2)[nH]1	0.7	-0.1	12	1.1	-18	-1	-46	0.2	-3
O=C1CN(C(=O)COC(=O)CNC(=O)c2ccccc2)c2ccccc2N1	0.9	1.1	23	0.6	-22	6	-9	-0.6	0
CCOC(=O)c1cc(C(C)(C)C)oc1CNC(=O)c1c(C)oc2c1CCCC2	-0.2	-2.1	41	-1.1	0	4	29	0.1	1
CC1CCCCN1C(=O)CNCC1CCCO1 (centres undefined)	0.4	0.2	12	0.3	-11	11	0	0.8	0
COC(=O)c1ccccc1NC(=O)C12CC3CC(C1)CC(n1cnc(Cl)n1)(C3)C2	-1.6	-1.3	62*	-0.8	-5	1	-15	-1.8	-3
CN1CCN(C(=S)c2ccc(-c3cccc([N+](=O)[O-])c3)o2)CC1	0.1	0.3	-29	-0.5	20	0	-22	-0.8	-4
Cc1ccc(-c2nnn(Cc3nc(N)nc(N4CCOCC4)n3)n2)cc1	1.0	-0.5	-37	-0.1	-17	4	4	0.0	-2
Cc1ccc(F)cc1NC(=O)CSc1ncccn1	0.2	-0.5	0	1.4	-3	3	-3	-0.4	-3
Cc1cc(C)c(C(=O)/C=C/C=C/c2ccccc2)c(=O)[nH]1	0.8	0.8	-4	0.4	-2	5	2	0.8	-1
NC(=O)c1ccc[n+](Cc2cccc3ccccc23)c1	0.2	2.0	29	0.6	-25	7	-6	0.3	1
O=C(CN1CC[C@@]2(O)CCCC[C@H]2[C@@H]1c1ccc(F)cc1)NCc1ccco1	0.6	0.1	3	-0.1	-22	1	-319	0.7	-3
CC1Sc2n(c3ccccc3[n+]2C)N=C1c1ccccc1 (centres undefined)	0.0	0.9	16	-0.2	-18	74*	35	-1.4	99*
O=C(CNC(=O)c1ccc(Br)cc1)N/N=C/c1ccc[nH]1	0.1	0.6	15	0.9	-9	5	-4	-0.9	0
CC(C)(C)c1cc(NC(=O)c2cccc(S(=O)(=O)N3CCOCC3)c2)no1	1.6	0.7	-22	0.7	-3	4	-2	2.9	-1
COc1ccc(CCNC(=O)CSc2nc(C)nc3c2oc2ccccc23)cc1OC	0.6	3.8	-28	0.2	-17	0	10	0.3	-3
COC(=O)c1oc(-c2ccc(Cl)cc2)nc1C	0.4	0.6	21	1.4	-17	3	15	0.0	3
COc1ccccc1NC(=O)CSc1nnc(CCC(=O)Nc2ccccc2F)n1C	-1.0	-0.7	-32	3.9*	4	4	-1	-3.5	0
N#CC1CC(c2ccc([N+](=O)[O-])cc2)=NN1c1ccc([N+](=O)[O-])cc1 (centres undefined)	1.2	-0.9	-45	0.4	16	-2	5	0.3	-1
O=C1/C(=C/c2cccc([N+](=O)[O-])c2)CCc2ccccc21	-0.1	-0.6	7	-0.6	16	5	23	-1.3	5
Cc1onc(C(=O)Nc2cccnc2Cl)c1[N+](=O)[O-]	0.8	0.3	17	-0.3	-2	2	-7	0.2	-2
CCN(CC)S(=O)(=O)c1ccc(N=Nc2c(C)[nH]n(C(N)=S)c2=O)cc1	0.4	1.3	-35	-0.8	2	3	5	2.0	2
O=C(Cn1nc(-c2ccccc2)ccc1=O)NCC1CCCO1 (centres undefined)	0.1	-0.3	22	1.0	-23	7	-11	0.1	-1
O=c1[nH]c(=O)c2nc3c4ccccc4c4ccccc4c3nc2[nH]1	1.1	-1.4	-7	0.1	-6	2	-130	0.1	0
CN1CC2(C)CN(C(c3ccccc3)c3ccccc3)CC(C)(C1)C2O (centres undefined)	0.2	1.9	5	0.4	-13	2	-5	0.4	-3
CCOC(=O)c1ccc(-c2ccc(C=O)o2)cc1	-1.0	2.0	-100	-0.6	-3	-5	-13	-1.3	-1
CCOC(=O)C(C(C)C)C(N)Cc1ccc(F)cc1 (centres undefined)	1.2	-1.1	2	2.0	-13	8	-18	0.0	0
CC(C)C[C@H](NC(=O)c1nc[nH]c1C(=O)NCCCCCNC(=O)OC(C)(C)C)C(=O)OCc1ccccc1	0.0	6.8	-13	0.6	-10	1	41	0.3	0
Cc1nn(C)c(C)c1CN(C)C(=O)C1(C)CC1(Br)Br (centres undefined)	1.4	0.8	-5	0.8	-7	-4	-12	-0.1	-2
